# Source: PubChem
# LAP4 TOR yeast – modulators of TOR pathway LAP4-GFP in S. cerevisiae; AID 2023; GFP response vs DMSO, % at 10 µM; S. cerevisiae LAP4-GFP multiplex, flow cytometry GFP, 3 h; median GFP as percent of DMSO wells; actives 0.34% (n = 320,000);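 active means GFP response vs DMSO above a set limit, about the screen mean plus 3 SD, cut at about 150% in these data; inconclusive means under 70 cell events counted for the yeast strain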
# AGP1 TOR yeast – alters AGP1-GFP fluorescence in TOR pathway yeast screen. S. cerevisiae AGP1-GFP multiplex flow cytometry, 3 h; GFP as percent of DMSO wells. GFP response vs DMSO, % at 10 µM. actives 0.02% (n = 320,000). AID 2066;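 active means GFP response relative to DMSO above a set limit, near screen average plus 3 SD, cut at about 150% in these data; inconclusive means fewer than 70 cells counted for the yeast strain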;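 further: median GFP channel fluorescence of the gated AGP1 strain per well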
# GRK2 inh – inhibitors of human GRK2 displacing RNA aptamer; P25098; bead flow cytometry, FAM-aptamer displacement from GRK2; inhibition of aptamer binding, % at 10 µM; actives 0.59% (n = 330,000);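 active means inhibition of aptamer binding above 40%, roughly 3 SD of noise, on plates passing a quality check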;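 further: median bead fluorescence of bound FAM aptamer so fluorescent compounds give negative values; no value below 0 was filed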
# Target sequence (P25098 whole entry, looked up): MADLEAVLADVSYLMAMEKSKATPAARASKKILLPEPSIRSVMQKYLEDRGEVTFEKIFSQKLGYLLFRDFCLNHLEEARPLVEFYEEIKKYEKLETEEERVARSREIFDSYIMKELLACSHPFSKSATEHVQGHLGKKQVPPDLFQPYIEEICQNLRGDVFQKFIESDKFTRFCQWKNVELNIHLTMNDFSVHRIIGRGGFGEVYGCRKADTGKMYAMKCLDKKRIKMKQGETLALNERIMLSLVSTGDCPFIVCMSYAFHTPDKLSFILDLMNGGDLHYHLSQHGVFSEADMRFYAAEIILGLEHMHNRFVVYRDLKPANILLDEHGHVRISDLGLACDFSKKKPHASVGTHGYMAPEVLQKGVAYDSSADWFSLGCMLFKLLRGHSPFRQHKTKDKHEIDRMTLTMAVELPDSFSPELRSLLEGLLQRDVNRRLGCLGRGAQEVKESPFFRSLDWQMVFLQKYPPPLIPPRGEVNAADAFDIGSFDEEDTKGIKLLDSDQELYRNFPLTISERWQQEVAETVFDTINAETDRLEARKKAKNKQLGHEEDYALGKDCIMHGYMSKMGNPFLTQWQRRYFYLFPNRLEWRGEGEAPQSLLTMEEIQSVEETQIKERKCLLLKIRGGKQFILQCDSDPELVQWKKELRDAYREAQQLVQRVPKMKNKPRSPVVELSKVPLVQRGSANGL
# VLA-4 inh – inhibition in a human VLA-4 binding assay. P13612. VLA-4 expressing cells, ligand binding flow cytometry. inhibition, % (about 7 µM as worked out from the volumes in the protocol). actives 0.2% (n = 330,000). AID 2557; in the data active means inhibition above about 50%
# CR mimetic SO – lowers age-related superoxide in aged yeast cells; S. cerevisiae aged cells, superoxide DHE fluorescence; hits give low values; superoxide response (% of plate mean), % at 10 µM; actives 0.18% (n = 330,000); AID 2690;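 active means superoxide response under a set limit, about three screen SD below normal, cut at about 65% in these data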;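 further: yeast aged for seven days with compound at 30 °C before DHE staining; 100% = average MFI of all compound-treated wells on the plate with controls excluded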
# CIT2 TOR yeast – alters CIT2-GFP fluorescence in TOR pathway yeast screen; actives 0.065% (n = 320,000); S. cerevisiae CIT2-GFP strain, flow cytometry, 3 h; 100 means same as DMSO wells; GFP response vs DMSO, % at 10 µM;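 active means GFP response relative to DMSO above a set limit, near the screen mean plus 3 SD, cut at about 150% in these data; inconclusive means Fewer than 70 cells measured for a yeast strain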;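 further: ratio of well median GFP fluorescence to mean of DMSO wells on the plate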
# MEP2-GFP yeast – yeast TOR pathway MEP2-GFP modulation; GFP response vs DMSO, % at 10 µM; S. cerevisiae MEP2-GFP strain, flow cytometry GFP, 3 h; 100% = DMSO control level; actives 0.51% (n = 330,000);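 active means GFP response versus DMSO above a set limit, roughly screen mean plus 3 SD, cut at about 180% in these data; inconclusive means fewer than 70 cells counted for a yeast strain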;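 further: median GFP fluorescence of the barcode-gated MEP2-GFP cells per well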
# RPL19A TOR yeast – modulators of TOR pathway RPL19A-GFP in S. cerevisiae; S. cerevisiae RPL19A-GFP strain, flow cytometry, 3 h; hits give low values; percent response vs DMSO, % at 10 µM; actives 0.3% (n = 330,000); AID 2025;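 active means percent response vs DMSO below 50%; inconclusive means fewer than 70 events counted for the yeast strain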;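 further: median channel GFP fluorescence of the barcoded RPL19A-GFP strain; ratio of sample median GFP to plate DMSO average so 100% = DMSO; lower means less RPL19A-GFP as with rapamycin TOR inhibition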
# Active calls of the source: *; ? = inconclusive; nt = no result given; & = joins results of further samples.
SMILES,LAP4 TOR yeast,AGP1 TOR yeast,GRK2 inh,VLA-4 inh,CR mimetic SO,CIT2 TOR yeast,MEP2-GFP yeast,RPL19A TOR yeast
CCOc1cc(C(C(=O)NCC2CCCO2)N(C(=O)Cn2nnc3ccccc32)c2ccc(NC(C)=O)cc2)ccc1O (stereo unspecified),96,102,1,-9,108,105,95,107
CCn1c(SCc2nc3cc(OC)c(OC)cc3c(=O)[nH]2)nnc1-c1ccncc1,100,103,0,9,95,106,102,103
COc1ccccc1OCCC(=O)OCC(=O)Nc1ccc(Br)cc1,102,99,0,16,85,97,95,101
COc1ccc(N2CC(C(=O)Nc3nc(-c4ccccc4)c(C(C)=O)s3)CC2=O)c(OC)c1 (stereo unspecified),96,94,0,6,127,91,92,97
COc1ccc(C2=C(CC(=O)O)C(=O)CC2)cc1,115,112,0,0,98,102,139,105
COc1cccc(/C=C(\C#N)c2nc3ccccc3[nH]2)c1OCC(=O)O,93,97,1,0,103,103,107,102
O=C(O)/C(=C\C(=O)c1ccccc1)Nc1ccccc1,120,104,1,10,100,82,94,97
O=C(COc1ccccc1Cl)N1CCN(c2ccc([N+](=O)[O-])c(N3CCCCC3)c2)CC1,107,111,1,5,112,99,106,101
CCN(c1ccccc1)S(=O)(=O)c1ccc(OC)c(NC(=O)Cc2ccc(OC)c(OC)c2)c1,106,103,0,-6,97,106,99,99
Cc1ccc2[nH]cc(CCNC(=O)/C=C/c3ccco3)c2c1,nt,nt,9,-9,79,nt,?,?
CNC(=O)c1cc(-c2ccc(Cl)cc2)n(-c2ccccc2)n1,104,96,0,0,126,90,105,91
Cc1ccc(S(=O)(=O)NCC(c2cccnc2)N2CCOCC2)cc1 (stereo unspecified),107,108,2,5,97,101,105,102
O=C(Nc1ccccc1N1CCCC1)c1ccc([N+](=O)[O-])cc1Cl,93,91,0,6,109,95,99,102
Cc1noc(/C=C/N(C)C)c1S(=O)(=O)N(C)CC(=O)N1CCc2ccccc21,91,96,3,-8,96,100,93,96
Cc1cc(C)n2c(SCC(=O)Nc3c(C)n(C)n(-c4ccccc4)c3=O)nnc2n1,94,99,13,9,102,103,100,98
COC(=O)Nc1sc2c(c1C(=O)NCc1ccco1)CCC2,98,93,1,2,116,104,100,99
CN(C1(C)CCS(=O)(=O)C1)S(=O)(=O)c1ccc(F)cc1 (stereo unspecified),94,101,5,12,90,114,114,112
O=C(CCN1C(=O)c2ccccc2S1(=O)=O)Nc1ccc(F)cc1F,106,105,0,3,106,110,104,106
Cc1cccc(Sc2nc(-c3ccccc3)ccc2C#N)c1,103,106,5,-14,101,98,99,99
O=C(NCc1ccccc1)C(=O)NCC1OCCN1S(=O)(=O)c1ccc([N+](=O)[O-])cc1 (stereo unspecified),93,104,0,3,82,114,102,104
COc1cc2c(cc1NC(=O)c1ccc(C(C)(C)C)cc1)CCCC2,117,102,2,82*,117,87,109,98
C=CCn1c(SCC)nc2sc3c(c2c1=O)CCc1ccccc1-3,103,103,0,1,89,93,101,98
Cc1cc(C)c(C(=O)N2CCCC(CNS(=O)(=O)c3cccs3)C2)o1 (stereo unspecified),98,94,0,-6,117,91,91,95
COc1ccccc1OCCCCOc1ccccc1C(C)=O,92,87,10,-2,104,92,96,96
COc1ccc(/C=C/C(=O)NCC(=O)N/N=C/c2cc(Br)ccc2OCc2ccccc2)cc1,85,90,0,-2,94,87,92,95
O=C(Cn1nc(-c2ccccc2)ccc1=O)Nc1ccc(-n2cnnn2)cc1,106,99,0,16,103,88,95,96
COc1ccc(-n2c(C)cc(C(=O)COC(=O)c3ccc(O)cc3O)c2C)cc1,96,100,1,-11,93,97,103,94
Cc1cc(C)c2nc(SCCC#N)nc(C)c2c1,109,94,0,4,98,96,96,103
Cc1ccc(OCCCC(=O)Nc2nccs2)cc1,97,90,15,14,111,88,105,95
C[C@H]1C=C(C(=O)NC2CC2)O[C@@H](OCc2ccc(CO)cc2)C1,106,100,3,5,104,92,103,100
COc1ccc(-c2nnn(CC(=O)N(Cc3cccs3)C(C)C(=O)NCCC(C)C)n2)cc1OC (stereo unspecified),100,104,2,-9,105,110,104,101
C=CCn1c(SCC(N)=O)nnc1-c1cc(Br)ccc1O,87,96,7,-3,95,94,93,93
COc1ccc(N2C(=O)CSC23C(=O)Nc2ccccc23)cc1OC (stereo unspecified),102,96,0,1,115,100,101,94
CC(C)(C)N/N=C/c1cc(Cl)cc([N+](=O)[O-])c1O,126,85,0,-14,92,87,80,93
O=C(Cc1coc2cc(O)ccc12)NNC(=O)c1ccc(Br)s1,105,104,1,6,103,96,107,98
CCCCn1c(=NC(=O)c2ccco2)c(C(=O)OCC)cc2c(=O)n3cccc(C)c3nc21,98,92,6,-19,96,93,90,96
Cc1cc(C)nc(NS(=O)(=O)c2ccc(NC(=O)c3nn(-c4ccccc4)ccc3=O)cc2)n1,99,105,0,-4,104,101,95,100
Cc1cc(/C=C2\SC(=S)NC2=O)c(C)n1-c1ccccc1,111,95,7,-4,87,102,99,97
Cc1ccc(C(=O)O)cc1-c1ccc(/C=C2\SC(=O)N(CC(=O)Nc3ccc4c(c3)OCO4)C2=O)o1,98,76,0,1,114,87,145,102
CCOC(=O)COc1c(C=O)cc(Br)cc1OC,106,101,0,0,87,106,105,101
C=CCN1C(=O)/C(=N/n2cnnc2)c2ccccc21,?,?,4,1,98,94,96,?
CCOc1ccc(N(C(=O)c2cc3ccccc3oc2=O)C2C=CS(=O)(=O)C2)cc1 (stereo unspecified),100,112,1,11,98,104,117,110
Cc1ccc(/C(O)=C2\C(=O)C(=O)N(CCN(C)C)C2c2ccccc2F)cc1 (stereo unspecified),112,99,0,1,122,97,99,100
COc1ccc(NC(=O)CSCc2cc(=O)n3ccsc3n2)cc1,102,103,0,-2,89,105,106,101
Cc1ccc(NC(=O)CCC(=O)c2cccs2)cc1,107,100,4,35,89,89,101,98
Cc1cc(=O)oc(C)c1C(=O)n1nc(C)c2c1C[C@@H]1[C@H]2C1(C)C,95,92,2,6,116,100,111,94
COc1ccc(C(=O)N2CCN(c3ccc(NC(=O)c4cccnc4)cc3)CC2)cc1,99,100,0,3,106,nt,137,104
CCC(=O)NC(=S)Nc1ccc(NC(=O)c2ccco2)cc1,106,99,0,4,96,102,114,100
CCOC(=O)Cc1csc(NC(=O)CSc2nnc(-c3ccncc3)n2Cc2ccco2)n1,95,102,0,5,91,107,98,97
O=C(Nc1ccccc1C(=O)N1CCCCC1)c1cc(F)c(F)cc1Cl,92,99,2,1,99,96,87,102
Cc1cccc(C(=O)N(Cc2ccco2)c2c(N)n(Cc3ccccc3)c(=O)[nH]c2=O)c1,101,107,2,2,86,96,102,101
COc1ccc(-n2c(C)cc(/C=C/c3nc(O)c([N+](=O)[O-])c(=O)[nH]3)c2C)cc1,105,107,10,13,117,103,102,104
CCN(CC)C(=O)CSc1ccccc1N,87,86,1,-7,96,88,92,91
Cc1nn(Cc2ccccc2Cl)c(C)c1N,88,95,1,-12,101,96,98,94
CCOc1ccc(-c2nnn(CC#N)n2)cc1OC,92,nt,0,20,108,88,86,88
O=C1Nc2ccccc2N(O)N1c1cc(-c2ccccc2)[nH]n1,95,98,0,3,104,96,99,102
CN(C)CCC(c1ccc(Cl)cc1)c1ccccn1 (stereo unspecified),100&84&106,82&74&96,1&1&0,-4&4&20,105&103&105,83&85&93,94&101&98,99&87&96
CCOC(=O)[C@H]1[C@H]2COc3ccc(C)cc3[C@@H]2N2C(=O)CN(Cc3ccc(OC)cc3)C(=O)[C@@]12C,99,103,0,-6,100,102,94,99
COc1cccc(NC(=O)C2CCN(c3ncccn3)CC2)c1,100,100,0,-21,119,107,102,100
Cc1ccc2c(CSc3nnc(C4CC4)n3N)cc(=O)oc2c1,103,104,0,-5,86,104,107,98

# Next structures follow.
SMILES,LAP4 TOR yeast,AGP1 TOR yeast,GRK2 inh,VLA-4 inh,CR mimetic SO,CIT2 TOR yeast,MEP2-GFP yeast,RPL19A TOR yeast
COCCn1c(SCc2ccc(C(=O)OC)o2)nc2ccccc2c1=O,118,98,1,12,98,85,101,92
C=CCN(c1ccccc1)S(=O)(=O)c1cccc(C(=O)Oc2ccc3c(C)cc(=O)oc3c2)c1,99,99,0,-2,100,102,103,99
Nc1ncc(Br)cc1S(=O)(=O)Nc1cc(C(F)(F)F)cc(C(F)(F)F)c1,87,95,0,6,119,105,110,99
CCCCn1c(N)c(N(CC(C)C)C(=O)CN2C(=O)C3CCCCC3C2=O)c(=O)[nH]c1=O (stereo unspecified),109,106,0,-3,112,96,102,100
O=C1COc2ccc(C(=O)COC(=O)Cc3ccc(F)cc3)cc2N1,107,98,0,0,108,89,88,93
O=C(NCCCN1CCOCC1)c1ccc(Cl)cc1[N+](=O)[O-],111,121,2,1,124,100,113,111
CCc1cc2ccccc2nc1SCC(=O)Nc1cc(C)on1,114,112,0,8,104,105,106,110
Cn1c2c(c(=O)c3ccccc31)CCC(C)(C)O2,98,96,5,-6,106,94,102,101
CCC(C(=O)NC1CCCC1)N(C(=O)Cn1nnc(-c2ccc(C)o2)n1)c1cccc(O)c1 (stereo unspecified),86,91,2,1,116,94,103,101
Oc1ccc(Cl)cc1CNc1ccccn1,91,102,0,6,100,108,111,106
Cc1occc1C(=O)N1CCCC(Nc2ccc(F)cc2)C1 (stereo unspecified),88,104,0,5,95,105,110,121
Cc1c(Cl)cccc1NC(=O)C(=O)NNC(=O)c1ccccc1F,112,100,1,2,113,100,98,103
O=S(=O)(NCc1ccccn1)c1ccc(F)cc1,104,104,4,1,90,102,101,99
CCOc1ccc(C(=O)N/N=C/c2cccc3cccnc23)cc1,100,102,2,-14,93,98,102,101
O=C(CN1CCN(CC(=O)Nc2ccc(F)cc2)CC1)NCC1(N2CCOCC2)CCCCC1,89,90,4,5,114,93,97,93
Cc1sc2nc(CSCC(=O)Nc3ccc(C(F)(F)F)cc3)[nH]c(=O)c2c1C,101,99,14,-15,110,102,102,97
Brc1cccc(CNc2nc3ccccc3n2CCN2CCOCC2)c1,103,105,0,2,112,94,98,101
Cc1c(C(=O)Nc2ccc(-c3nnc4n3CCCCC4)cc2)oc2ccc(Br)cc12,92,93,0,-7,85,96,103,103
CCOC(=O)c1cc(CC)sc1N1C(=O)CC(Sc2ncccc2C(=O)O)C1=O (stereo unspecified),115,98,0,-12,98,87,92,94
CCN(CC)S(=O)(=O)c1ccc(C)c(NC(=O)CN2C(=O)NC3(CCCC3)C2=O)c1,95,89,5,-2,87,113,116,101
COc1ccc(CNC(=O)c2ccc(-c3ccccc3)cc2)cc1OC,91,98,2,-15,83,95,100,101
O=C(CSc1ncnc2c1cnn2-c1ccc(F)cc1)NCc1ccc2c(c1)OCO2,98,91,1,0,105,91,101,102
CSc1ccccc1OCc1cc(C(=O)N(C)C(C)c2ccccn2)no1 (stereo unspecified),70,85,4,7,93,103,96,105
CCOc1ccc(NC(=S)N(CCOC)C(C)c2cccnc2)cc1 (stereo unspecified),106,104,0,-6,132,105,101,98
N=c1occ(C(=O)c2cc(F)ccc2O)cc1C(=O)NC1CCCCC1,104,103,6,7,93,99,103,100

# Full records, looked up by structure.
# `Cc1c(C(=O)Nc2ccc(-c3nnc4n3CCCCC4)cc2)oc2ccc(Br)cc12` as listed: LAP4 TOR yeast: 92; AGP1 TOR yeast: 93; GRK2 inh: 0; VLA-4 inh: -7; CR mimetic SO: 85; CIT2 TOR yeast: 96; MEP2-GFP yeast: 103; RPL19A TOR yeast: 103
# `COc1ccc(CNC(=O)c2ccc(-c3ccccc3)cc2)cc1OC` as listed: LAP4 TOR yeast: 91; AGP1 TOR yeast: 98; GRK2 inh: 2; VLA-4 inh: -15; CR mimetic SO: 83; CIT2 TOR yeast: 95; MEP2-GFP yeast: 100; RPL19A TOR yeast: 101
